Bioassay records from PubChem.
mIAP inh = blocks mouse intestinal alkaline phosphatase; purified mouse IAP, CDP-Star luminescence, 30 min; inhibition, % at 10 µM; 330,000 tested, 0.2% active;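 active means inhibition of at least 40% at 10 µM in the primary screen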;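 further: plate controls were DMSO with enzyme for no effect and no enzyme wells for full effect; values of inactives mirror those of a sister screen read the other way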
APOBEC3A inh = blocks human APOBEC3A ssDNA deamination | 330,000 tested, 0.41% active | recombinant A3A, FAM/TAMRA ssDNA deamination fluorescence | P31941 | inhibition, % at 20 µM;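 active means at least 40% inhibition at 20 µM here, with at most 30% in a related deaminase screen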;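 further: plate controls were A3A with DMSO for no effect and wells lacking A3A enzyme for full effect; some results filed as inactive read as strong as hits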
Target sequence (P31941 whole entry, looked up): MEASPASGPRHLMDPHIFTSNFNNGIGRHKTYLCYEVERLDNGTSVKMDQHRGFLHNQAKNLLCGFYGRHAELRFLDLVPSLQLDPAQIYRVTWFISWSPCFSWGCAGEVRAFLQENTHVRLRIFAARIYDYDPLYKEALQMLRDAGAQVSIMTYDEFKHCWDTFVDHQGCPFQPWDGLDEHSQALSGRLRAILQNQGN
beta cell repl = induces beta-cell replication in MIN6 cells; MIN6 cells proliferation, ATPlite luminescence, 48 h; cells starved in 0.2% serum; 100% = growth in 10% serum; proliferation, % at 10 µM; 330,000 tested, 0.29% active; AID 2380;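 active means compounds whose signal lies at least 3.5 SD above the mean of all wells on their plate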;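 further: 0% = DMSO-treated cells in low-serum medium and 100% = 10% serum control; some compounds called inactive have numbers as strong as hits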
tim10-1 inh = tim10-1 yeast growth inhibition; S. cerevisiae tim10-1 ts strain growth, BacTiter-Glo, 24 h; inhibition, % at 20 µM; 330,000 tested, 2.2% active;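 active means inhibition of at least 40%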;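 further: mutant grown at 25 °C; 0% = DMSO wells with yeast and 100% = wells holding no yeast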
TIM10 inh = inhibits growth of TIM10 yeast strain; inhibition, % at 10 µM; 330,000 tested, 1.4% active; S. cerevisiae TIM10 strain growth, BacTiter-Glo luminescence, 24 h;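 active means inhibition of 40% or more at the single tested concentration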;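 further: wild-type TIM10 isogenic control strain grown at permissive 25 °C; 0% = DMSO yeast wells and 100% = minimal medium wells without yeast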
mIAP activ = mouse IAP activation; muIAP, CDP-Star luminescence, 30 min; active compounds read high; 1 = vehicle-only enzyme signal, 0 = enzyme-free wells; activation factor at 10 µM; 330,000 tested, 0.24% active; AID 2805;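 active means activation factor of at least 2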; further: the source names both 10 and 20 µM as test concentration; values of inactives mirror those of a sister screen read the other way
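Assay system: mouse IAP enzyme; reagent: chemiluminescent substrate CDP-Star; dosing: test compounds delivered from DMSO solution; schedule: 30 min at room temperature; measured by: luminescence from enzymatic CDP-Star hydrolysis; controls: DMSO-only wells and no-enzyme negative control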
APOBEC3G inh = blocks human APOBEC3G single-stranded DNA deamination | Q9HC16 | recombinant A3G, ssDNA deamination FAM/TAMRA fluorescence | inhibition, % at 20 µM | 330,000 tested, 0.28% active | AID 493012;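 active means inhibition of at least 40% at 20 µM, with no more than 30% in the related APOBEC3A deaminase screen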;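 further: plate controls were DMSO wells with A3G for no effect and wells lacking A3G enzyme for full effect; some compounds called inactive have numbers as strong as hits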
Target sequence (Q9HC16 whole entry, looked up): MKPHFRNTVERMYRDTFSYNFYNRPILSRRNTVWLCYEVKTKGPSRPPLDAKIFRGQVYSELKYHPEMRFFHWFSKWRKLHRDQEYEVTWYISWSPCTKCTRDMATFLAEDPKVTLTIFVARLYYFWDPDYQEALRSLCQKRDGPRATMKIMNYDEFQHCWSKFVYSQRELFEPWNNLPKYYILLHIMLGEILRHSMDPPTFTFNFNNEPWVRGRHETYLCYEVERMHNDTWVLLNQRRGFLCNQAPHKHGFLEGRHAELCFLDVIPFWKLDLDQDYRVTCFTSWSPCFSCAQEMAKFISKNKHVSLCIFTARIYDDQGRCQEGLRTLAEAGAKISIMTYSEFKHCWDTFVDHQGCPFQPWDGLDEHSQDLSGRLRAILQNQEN
NLRP3 yeast inh = inhibitors of NALP3 inflammasome in yeast | inhibition, % at 10 µM | 330,000 tested, 0.39% active | Yeast reconstituted NLRP3/ASC/caspase-1, beta-gal luminescence, 24 h | AID 2825;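 active means inhibition of 50% or more; inactive means inhibition below 50%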;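 further: plate controls were induced DMSO wells for no effect and uninduced yeast grown without galactose for full effect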
hIAP inh = blocks human intestinal alkaline phosphatase; P09923; purified IAP, CDP-Star luminescence, 30 min; inhibition, % at 10 µM; 330,000 tested, 0.12% active; AID 2544;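 active means inhibition reaching a set limit with compound at 10 µM in the primary screen, cut at about 35% in these data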;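 further: plate controls were DMSO wells with enzyme for no effect and no-enzyme buffer wells for full effect; values of inactives mirror those of a sister screen read the other way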
Target sequence (P09923 whole entry, looked up): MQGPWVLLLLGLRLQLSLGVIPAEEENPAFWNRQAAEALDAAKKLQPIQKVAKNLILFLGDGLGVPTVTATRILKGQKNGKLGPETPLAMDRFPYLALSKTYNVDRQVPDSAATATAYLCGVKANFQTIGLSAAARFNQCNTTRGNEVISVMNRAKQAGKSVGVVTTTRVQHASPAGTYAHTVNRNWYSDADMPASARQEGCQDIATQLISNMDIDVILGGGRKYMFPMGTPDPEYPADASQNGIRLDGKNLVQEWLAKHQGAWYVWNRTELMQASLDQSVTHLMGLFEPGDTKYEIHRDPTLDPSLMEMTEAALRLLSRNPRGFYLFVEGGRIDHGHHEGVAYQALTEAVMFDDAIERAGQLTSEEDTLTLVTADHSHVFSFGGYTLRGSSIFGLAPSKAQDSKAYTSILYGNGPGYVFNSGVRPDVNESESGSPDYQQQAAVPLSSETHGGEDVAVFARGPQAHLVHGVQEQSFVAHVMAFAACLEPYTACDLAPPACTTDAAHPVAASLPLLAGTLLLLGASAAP
An asterisk follows results filed as active.

SMILES	mIAP inh	APOBEC3A inh	beta cell repl	tim10-1 inh	TIM10 inh	mIAP activ	APOBEC3G inh	NLRP3 yeast inh	hIAP inh
CCCn1c(NCc2c[nH]c3ccccc23)nc2ccccc21	-14	-5	-2	15	-18	1.1	-5	3	-7
Cc1nonc1OCCNCCNc1ccccc1[N+](=O)[O-]	3	3	0	17	8	0.97	-1	22	5
CCC(OC(=O)c1nsc(Cl)c1Cl)C(=O)NCc1ccco1 (stereo not drawn)	6	1	4	14	25	0.94	3	7	2
CCC(=O)NC(O)C(=O)c1ccc(C)cc1 (stereo not drawn)	8	-1	-2	11	7	0.92	0	-7	-4
Cc1ccc(C(=O)NC(C)c2ccncc2)o1 (stereo not drawn)	9	0	-3	-7	8	0.91	-1	20	-32
CCOC(=O)[C@H]1[C@H]2COc3ccc(C)cc3[C@@H]2N2C(=O)c3ccccc3NC(=O)[C@@]12C	0	3	0	20	12	1	1	-8	-29
O=C1CC(c2ccccc2)CC(O)=C1C=NCC1CCCO1 (stereo not drawn)	0	-2	2	7	8	1	-6	27	6
COc1ccc(CCN2CC(C(=O)NCc3nc4ccccc4n3C)CCC2=O)cc1 (stereo not drawn)	0	-3	-1	-5	-6	1	-7	3	-36
O=C(CNC(=O)c1ccccc1)OCc1nnc(-c2ccc(Cl)cc2)o1	-8	7	0	-10	7	1.1	-6	8	-9
COc1ccc(C(=O)COC(=O)c2c(C)noc2C)cc1Cl	1	1	1	16	-1	0.99	-2	15	8
O=C(O)c1cccc(S(=O)(=O)NCC2CCCO2)c1 (stereo not drawn)	1	0	-2	8	8	0.99	-2	-6	-9
CSc1ccc(CNCc2ccco2)cc1	-1	-6	-2	-2	-8	1	-7	25	-6
O=C(CCN1CCOCC1)N/N=C/c1cc(Br)cc(Br)c1O	17	-2	-4	37	58*	0.83	-9	32	-27
COC(=O)c1ccc(S(=O)(=O)c2ccc([N+](=O)[O-])cc2)cc1	0	-1	-5	15	18	1	-6	27	11
O=C(O)c1cc2ncc(CCO)cn2n1	-6	3	-2	-4	-9	1.1	-3	2	0
Cc1ccc(C(=O)NC2CCN(CC(=O)Nc3c(C)cc(C)cc3C)CC2)cc1	-5	-7	1	2	-1	1.1	-6	7	2
O=C(CN1CCN(S(=O)(=O)c2ccc(Cl)cc2)CC1)NC(=O)NC1CCCCC1	-2	1	-3	15	15	1	0	17	-15
Cc1cc(=O)oc2c(C)c(OCC(=O)NC3CCN(Cc4ccccc4)CC3)ccc12	-2	-3	-1	6	-11	1	-8	5	17
O=C(COC(=O)C1CC1)Nc1ccc(Cl)cc1Cl	-7	-1	0	-8	0	1.1	-6	2	0
CC(C)CC(=O)Nc1ccc(C(=O)COC(=O)Cc2n[nH]c(=O)c3ccccc23)cc1	-10	5	-5	12	-2	1.1	1	13	6
O=C(COc1ccccc1F)Nc1ccc2c(c1)OCCO2	1	0	-2	-38	19	0.99	-6	35	-11
COc1ccccc1Oc1nnnn1-c1ccc(C(N)=O)cc1	8	0	-2	6	-4	0.92	0	0	1
Cc1cc(C)nc(NC(=O)COc2cc(Cl)cc(Cl)c2)n1	6	4	0	9	6	0.94	3	22	6
COc1ccc(OC)c(NC(=O)COC(=O)CCc2ccc(S(=O)(=O)N3CCOCC3)cc2)c1	-12	-5	-2	17	-2	1.1	5	17	-2
CCOC(=O)c1c(NC(=O)COC(=O)c2nc(Cl)ccc2Cl)sc(C(=O)NC)c1C	8	-1	0	8	3	0.92	-10	10	0
O=C(c1cccc(Oc2ccccc2)c1)N1CCOCC1	-4	3	4	11	0	1	10	12	9
O=C(Nc1ccccc1)C1CC=CCC1C(=O)OCC1CCCO1 (stereo not drawn)	0	-2	-2	5	-9	1	-4	-3	10
COc1ccc(CC(C)N2CCN(Cc3ccccc3)CC2)c(OC)c1 (stereo not drawn)	0	1	3	7	2	0.99	0	18	11
COc1ccc(/C=N\NC(=O)c2cccc(Br)c2)c(OC)c1	4	-2	-2	7	1	0.96	-4	3	1
O=C(N/N=C/c1cccc(Oc2ccccc2)c1)c1cc[n+]([O-])cc1	-3	1	-1	2	3	1	8	5	4
CCCOc1ccc(/C=N/NC(=O)C2CC2)c(OCCC)c1	-8	0	1	14	-5	1.1	-2	13	2
CN(Cc1c(F)cccc1Cl)S(=O)(=O)c1cccs1	5	-2	0	0	-31	0.95	-2	24	-6
COc1ccc(-c2csc(NC(=S)NC(=O)c3ccco3)n2)cc1	23	-3	-6	13	6	0.77	-2	12	-8
CCOC(=O)Cc1nnc(NC(=O)CCc2ccccc2)s1	7	-5	-2	13	17	0.93	-11	13	7
CCc1cc(=O)oc2cc(OCC(=O)N3CC[C@@]4(O)CCCC[C@H]4C3)ccc12	3	-2	-3	-1	-6	0.97	-10	15	9
CN(Cc1ccccc1)C(=O)c1nc2ccccn2c1CN1CCc2sccc2C1	-2	-1	-3	19	-8	1	-6	8	-4
O=C(N/N=C/C=C/c1ccccc1[N+](=O)[O-])c1cc(-c2ccccc2)n[nH]1	16	3	-1	7	24	0.84	-2	12	-51
O=C(C1=C[C@@H](c2coc3ccccc3c2=O)C[C@@H](OCc2ccc(CO)cc2)O1)N1CCOCC1	4	2	0	14	2	0.96	7	17	-8
Cc1ccc(S(=O)(=O)N2CCN(C(=O)C3CCCO3)CC2)cc1C (stereo not drawn)	3	-2	0	8	1	0.97	-4	-8	-7
COc1ccc(-c2ccnc3nc(Sc4ncc(C(F)(F)F)cc4Cl)nn23)cc1	5	-5	-3	51*	32	0.95	-8	17	-8
CC(=O)Nc1sc(C)c(C)c1C(=O)OCC(=O)Nc1ccccc1	-7	1	-7	-21	7	1.1	1	21	10
CC(=O)Nc1ccc(S(=O)(=O)N2CCN(c3nc4ccccc4n3CC(C)C)CC2)cc1	-24	-7	-4	7	2	1.2	-4	2	2
CCn1nnnc1NCc1ccc(OCc2c(F)cccc2Cl)c(OC)c1	-18	-4	-3	-9	-9	1.2	-3	-22	-7
O=C(COC(=O)c1nc(Cl)ccc1Cl)NCc1ccc(Cl)cc1	2	6	-2	4	5	0.97	-7	9	3
Cc1cc(C(=O)Nc2cc(S(C)(=O)=O)ccc2Cl)c(C)o1	7	4	-3	7	1	0.93	-2	2	11
CCOc1ncccc1C(=O)OCC(=O)Nc1cccc(C(C)=O)c1	10	2	-1	6	-15	0.9	-4	7	14
CCOC(=O)/C=C(\C)N1N=C(c2ccccc2)CC1c1ccccc1 (stereo not drawn)	-4	0	-2	8	18	1	-7	15	3
CCOC(=O)C1CCCN(C(=O)c2ccc(S(=O)(=O)Nc3ccccc3OC)cc2)C1 (stereo not drawn)	7	-3	-1	-4	8	0.93	-8	10	14
Cc1cc(Nc2cccc(Br)c2)c2ccccc2n1	-3	1	-2	6	16	1	-1	11	8
CCOC(=O)c1c(S(=O)(=O)Nc2ccc(F)cc2Cl)c(C)n(C)c1C	1	-3	4	8	7	0.99	-4	5	3
O=C(OCC(=O)c1ccc[nH]1)c1ccc(Br)cc1	-7	-1	4	10	9	1.1	-4	30	10
COc1cc(/C=C/C(=O)N(C)CC(=O)Nc2ccccc2SC)cc(OC)c1OC	1	-4	-3	10	3	0.99	0	0	-5
Cc1cc(C)nc(N2CCN(S(=O)(=O)c3ccc(F)cc3)CC2)n1	28	0	-3	18	1	0.72	-4	31	-31
O=C(Cn1nc(C(F)F)cc1C(F)F)NNC(=S)Nc1ccc(F)cc1	-4	-2	-2	3	-12	1	-2	-4	-57
CC1(C)Cc2cccc(OCC(=O)NCCOc3ccccc3)c2O1	6	-1	0	23	6	0.94	-9	13	-3
COc1ccc(CCN2CC(C(=O)Nc3ccc4c(c3)OCO4)CC2=O)cc1OC (stereo not drawn)	2	3	-2	0	4	0.98	-5	-2	4
COc1ccc(S(=O)(=O)N(C)C)cc1NC(=O)COC(=O)c1nc2nccc(C)n2n1	0	5	-1	-10	-3	1	1	-2	4
Cc1cccc(C(C)C)c1NC(=O)Cc1ccc(S(=O)(=O)N2CCOCC2)s1	-6	2	-1	23	10	1.1	-9	3	-27
Cc1c(OCC(=O)NCc2ccccn2)ccc2c(-c3ccccc3)cc(=O)oc12	10	-4	2	11	-1	0.9	-9	19	12
Cc1cc(N/N=C/c2cccc([N+](=O)[O-])c2)nc(-n2nc(C)cc2C)n1	19	-2	-1	40	30	0.81	-13	26	1
Continuation.
SMILES	mIAP inh	APOBEC3A inh	beta cell repl	tim10-1 inh	TIM10 inh	mIAP activ	APOBEC3G inh	NLRP3 yeast inh	hIAP inh
Cc1cccc(C)c1NC(=O)CNC(=O)CNC(=O)c1ccc2c(c1)OCO2	-2	-2	0	-30	8	1	-6	13	-10
CCN(CC)CCNC(=O)Cn1nc(Cc2ccncc2)c2ccccc2c1=O	2	-2	0	4	-12	0.98	-8	10	-2
COc1cc(C(=O)NCc2cccc(Cl)c2)ccc1OCC(=O)N1CCOCC1	1	8	-3	-13	5	0.99	-5	6	-4
Cc1ccc(NS(=O)(=O)c2ccc3c(c2)CC(=O)N3)c(C)c1	8	-4	-3	-2	4	0.92	-6	19	13
CCOC(=O)c1c(S(=O)(=O)N2CCCC(C(=O)Nc3ccc(C)cn3)C2)c(C)n(C)c1C (stereo not drawn)	-9	0	1	-11	5	1.1	-1	1	-7
CN(C)CCNC(C(=O)Nc1cccc(S(=O)(=O)N2CCOCC2)c1)c1ccccc1 (stereo not drawn)	-11	-1	1	-3	-1	1.1	-8	19	-12
O=C(Nc1nccs1)C1CC(=O)N(CCc2ccccc2)C1 (stereo not drawn)	13	-1	-3	11	4	0.87	-7	15	0
Cc1oc(-c2ccccc2)nc1C(=O)N1CCN(c2ccc(F)cc2)CC1	-4	2	4	20	-10	1	-12	2	-16
c1ccc2sc(SCSc3nc4ccccc4s3)nc2c1	6	3	-3	-8	-3	0.94	-6	14	-6
COc1ccc(-c2cc(C(F)(F)F)nc(SCC(N)=O)n2)cc1	3	-6	-3	-27	-11	0.97	-2	6	0
COc1cc(/C=N/NC(=O)c2ccncc2)ccc1OCC(=O)Nc1cccc([N+](=O)[O-])c1	3	6	0	-29	-44	0.97	-2	31	-1
O=c1cc(CSc2n[nH]c(-c3ccncc3)n2)nc2sccn12	8	26	1	-21	-11	0.92	15	28	0
Cc1cc(C)cc(NC(=S)N(CCN(C)C)Cc2cccs2)c1	2	1	0	24	19	0.98	-6	12	2
CCSc1ncc(C#N)c(=O)[nH]1	0	-1	-3	-20	-18	1	-4	3	-14
Cn1nnnc1NCc1ccccc1F	-4	4	2	3	-4	1	1	10	-59

Compounds listed so far with a COOH group, in the order listed:
SMILES	mIAP inh	APOBEC3A inh	beta cell repl	tim10-1 inh	TIM10 inh	mIAP activ	APOBEC3G inh	NLRP3 yeast inh	hIAP inh
O=C(O)c1cccc(S(=O)(=O)NCC2CCCO2)c1 (stereo not drawn)	1	0	-2	8	8	0.99	-2	-6	-9
O=C(O)c1cc2ncc(CCO)cn2n1	-6	3	-2	-4	-9	1.1	-3	2	0

Further compounds
SMILES	mIAP inh	APOBEC3A inh	beta cell repl	tim10-1 inh	TIM10 inh	mIAP activ	APOBEC3G inh	NLRP3 yeast inh	hIAP inh
CC(OC(=O)c1nn(C)c(=O)c2ccccc12)C(=O)NCc1ccc2c(c1)OCO2 (stereo not drawn)	10	1	-1	19	8	0.9	-4	7	0
Cc1ccc(S(=O)(=O)N2CCN(C(=O)COC(=O)CCOc3cc(C)ccc3C)CC2)cc1	-1	-3	-1	27	23	1	-10	1	8
COc1ccc(/C=N/OCC(=O)N=Nc2c(O)[nH]c3ccc(Br)cc23)cc1OC	12	0	-6	15	27	0.88	-3	-14	-1
Cc1[nH]c2ccccc2c1-c1ccc(Cl)nn1	4	0	-3	17	10	0.96	0	14	7
